# High-throughput results deposited in PubChem by National Center for Advancing Translational Sciences (NCATS).
# TGFb inhibitor = inhibitors of TGF-b signaling. Potency, µM (titrated, usually from 46.1 µM), inactives show top-dose activity, negative = inhibition, usual class: inhibitors. HepG2 CAGA-GFP TGF-b/SMAD3 reporter, GFP fluorescence, 18 h; TGF-beta stimulated, 500 pg/mL final. actives 1.2% (n = 410,000); also: potency is read from the fitted curve at half-maximal effect; % is scaled to controls: 0 for no effect and ±100 for the full control effect; nearly all actives have a fitted effect of over 65% in size
#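 Inhibition was scored as loss of TGF-beta-induced (500 pg/mL final, 18 hours, 37 degrees C) GFP in HEPG2 cells carrying a CAGA-GFP reporter, in DMEM with 1% FBS. Well GFP was summed per cell; Activity was normalised to unstimulated and stimulated DMSO wells, then concentration-response fitting.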
# A549 viability = A549 cytotoxicity, counter-screen for Nrf2 inhibitors | A549 ARE-Fluc cells, CellTiter-Fluor viability, 18-24 h | Potency, µM (top dose mostly 46 µM), inactives show top-dose activity change, negative = cytotoxicity, most hits filed as inhibitors | actives 0.16% (n = 390,000); also: potency is read from the fitted curve at half-maximal effect; % is scaled to controls: 0 for no effect and ±100 for the full control effect
#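 Cytotoxicity counterscreen: CellTiter-Fluor fluorescence was measured in A549 ARE_Fluc cells after 18-24 h of compound exposure in a concentration series. The subsequent BugLite luminescent read reports ARE-luciferase activity.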
# EPAC2 ag = agonists of human EPAC2 (RAPGEF4) | Q8WZA2 | EPAC2 activation, biochemical qHTS; response scale: 100% = 6.5 mM cAMP response | Potency, µM (series often up to 154 µM), for the others: top-dose activation, most hits filed as activators | actives 0.079% (n = 360,000) | AID 720711; also: potency is read from the fitted curve at half-maximal effect; nearly all actives have a fitted effect of over 50% in size
# Target sequence (Q8WZA2 whole entry, looked up): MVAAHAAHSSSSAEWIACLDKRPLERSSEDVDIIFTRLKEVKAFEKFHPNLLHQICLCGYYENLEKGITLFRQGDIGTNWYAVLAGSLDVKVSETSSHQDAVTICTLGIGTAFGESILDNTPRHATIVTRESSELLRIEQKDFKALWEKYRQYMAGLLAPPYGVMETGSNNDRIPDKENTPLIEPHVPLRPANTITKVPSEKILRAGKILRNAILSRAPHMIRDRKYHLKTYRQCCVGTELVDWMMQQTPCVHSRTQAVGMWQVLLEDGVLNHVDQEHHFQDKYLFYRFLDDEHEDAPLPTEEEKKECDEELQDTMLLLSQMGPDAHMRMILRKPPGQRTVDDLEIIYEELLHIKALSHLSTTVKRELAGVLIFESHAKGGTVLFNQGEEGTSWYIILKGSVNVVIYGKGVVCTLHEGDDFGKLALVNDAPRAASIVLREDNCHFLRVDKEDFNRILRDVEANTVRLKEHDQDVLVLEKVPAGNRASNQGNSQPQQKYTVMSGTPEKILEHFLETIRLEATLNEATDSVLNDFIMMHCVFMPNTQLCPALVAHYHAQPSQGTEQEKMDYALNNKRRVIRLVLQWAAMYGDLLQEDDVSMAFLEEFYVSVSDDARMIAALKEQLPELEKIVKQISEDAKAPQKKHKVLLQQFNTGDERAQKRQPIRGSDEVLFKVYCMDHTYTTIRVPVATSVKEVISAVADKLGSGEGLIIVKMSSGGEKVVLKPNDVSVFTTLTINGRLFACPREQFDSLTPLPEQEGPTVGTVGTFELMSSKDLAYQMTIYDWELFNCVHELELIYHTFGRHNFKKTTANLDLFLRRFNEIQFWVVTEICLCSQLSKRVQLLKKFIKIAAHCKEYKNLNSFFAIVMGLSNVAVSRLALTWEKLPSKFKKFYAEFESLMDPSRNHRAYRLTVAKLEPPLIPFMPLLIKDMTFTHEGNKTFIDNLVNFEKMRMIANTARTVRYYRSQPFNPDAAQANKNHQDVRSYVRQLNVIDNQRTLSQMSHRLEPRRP
#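 Each well held 100 nM EPAC2, 250 nM RAP1B-BODIPY-GDP and 50 uM GDP. Fluorescence, read at 5-min intervals to 30 min, was referenced to a 6.5 mM cAMP positive control.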
# EPAC2 antag = EPAC2 (human) antagonism; EPAC2 GEF exchange of Rap1B-BODIPY-GDP, fluorescence; Potency, µM (top dose mostly 114 µM), for the others: at the top dose activity, negative = inhibition, usual class: inhibitors; actives 0.18% (n = 360,000); also: potency is read from the fitted curve at half-maximal effect; % is scaled to controls: 0 for no effect and ±100 for the full control effect; nearly all actives have a fitted effect of over 45% in size; many of its hits are not listed in these tables
# Nrf2 ARE act = activators of Nrf2 (ARE) signaling; AID 624171; AREc32 ARE-luciferase reporter (MCF7-derived line), luminescence, 24 h; Potency, µM (top dose mostly 46.1 µM), for inactives: at the top dose activation, usual class: activators; actives 0.31% (n = 410,000); also: potency is read from the fitted curve at half-maximal effect; % of control where 0% means no effect; nearly all actives have a fitted effect of over 65% in size
#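 Luminescent ARE reporter assay in AREc32_Fluc cells: overnight plating at 37 deg C, 24 hr compound incubation, Steady-Glo added, 30 min RT before reading.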
# CCT chaperon mod = cytosolic chaperonin activity modulation; activity change, % (concentration not given with the values), hits read low; actives 0.3% (n = 360,000); purified chaperonin ATPase assay, HTRF ADP detection, 30 min; in the data active = activity change below about -30%; also: % is scaled to controls: 0 for no effect and ±100 for the full control effect
#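 TRiC (40 or 20 nM final, by batch activity) in 30 mM Tris pH 7.4, 100 mM KCl, 5 mM MgCl2, 1 mM DTT was treated with compound at 76 uM single dose, then 10 uM ATP, 30 min at 37 °C. ADP was read by HTRF Transcreener.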
# Nrf2 inh = blocks Nrf2 signaling; A549 ARE-Fluc reporter, luciferase luminescence, 18-24 h; Potency, µM (titrated, usually from 46 µM), without a hit: top-dose activity change, negative = inhibition, most hits filed as inhibitors; actives 2.1% (n = 360,000); AID 504444; also: potency is read from the fitted curve at half-maximal effect; % is scaled to controls: 0 for no effect and ±100 for the full control effect; nearly all actives have a fitted effect of over 60% in size
#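 A549 ARE_Fluc cells, 5000/well, 5% FBS OPTI-MEM; compounds in dose-response, 18-24 h at 37 °C/5% CO2; CellTiter-Fluor viability read (Ex 405/Em 525), then BugLite luciferase luminescence = Nrf2 activity.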
# Akt phos inh = blocks phosphorylation of Akt. Neuro2A IGF-stimulated pAkt S473 HTRF, 20 min; hits give low values. activity change, % for hits at 50 µM. actives 0.32% (n = 360,000). AID 651550; in the data active = activity change below about -80%; inconclusive = mostly about -51% to -80%; also: % is scaled to controls: 0 for no effect and ±100 for the full control effect
#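 Neuro2A cells (4,500/well, DMEM with 0.5% FBS) were treated with compound at a single 50 µM final concentration, stimulated with 6 nM IGF for 20 min at 37 °C, and lysed. Phospho-Akt Ser473 was read by HTRF as 665/615 ratio ×10^4.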
# MmCpn inh = blocks the Methanococcus maripaludis chaperonin Mm-Cpn; purified Mm-Cpn ATPase, ADP Transcreener TR-FRET; Potency, µM (top dose mostly 76.9 µM), without a hit: at the highest dose activity, negative = inhibition, most hits filed as inhibitors; actives 0.031% (n = 330,000); AID 504842; also: potency is read from the fitted curve at half-maximal effect; % is scaled to controls: 0 for no effect and ±100 for the full control effect; nearly all actives have a fitted effect of over 80% in size
#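 Eu-cryptate anti-ADP/ADP-d2 competition gives a ratio inversely related to ADP. Enzyme at 25 nM was pre-exposed to compound for 10 min, then given 10 uM ATP for 30 min, 37°C throughout.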
# Active calls of the source: *; i = inactive; ? = inconclusive; . = not tested or not shown; & = joins results of further samples; [ ] = another dose, or the depositor's remark. Unless noted, calls follow the shape of the dose curve; as a rule, active = well fitted curve in the direction sought with a large enough effect; inconclusive = small, poorly fitted or top-dose-only effect, or another doubt; inactive = no such curve, though single readings can be large; an effect the other way counts as inactive or inconclusive.
SMILES,TGFb inhibitor,A549 viability,EPAC2 ag,EPAC2 antag,Nrf2 ARE act,CCT chaperon mod,Nrf2 inh,Akt phos inh,MmCpn inh
COc1ccc(-c2nc(SCC(=O)c3ccc(OC)c(Br)c3)n[nH]2)cc1,8.7%,5.7%,.,.,5.9%,.,27.7%,.,.
O=[N+]([O-])c1ccc(CN2CCN(c3ccc([N+](=O)[O-])cc3)CC2)cc1,?,-24.0%,9.0%,-1.8%,1.5%,-1.9,7.31µM*,i,-1.6%
COc1cccc(C2/C(=C(/O)c3ccccc3)C(=O)C(=O)N2CCCC(=O)O)c1 (stereo not given),6.0%,7.2%,10.0%,-4.9%,1.4%,-2.0,6.8%,i,0.8%
COc1cc(Br)cc(CN2CCN(c3ncccn3)CC2)c1O,-20.3%,1.0%,3.5%,3.5%,0.5%,1.8,16.4%,i,0.7%
COc1ccc(CCNC(=O)CN2C(=O)COc3ccc(S(=O)(=O)N4CCCC4)cc32)c(OC)c1,0.8%&-13.9%,0.3%&-2.9%,-0.7%,-2.6%,0.0%&5.0%,-4.3,6.4%&4.2%,i,0.4%
CC(O)c1nc2ccccc2n1Cc1ccc([N+](=O)[O-])cc1 (stereo not given),-4.8%,8.6%,-9.1%,-1.7%,-0.1%,0.5,4.3%,i,-0.7%
Cc1ccc(Nc2c(-c3ccccn3)nc3ccc(C)cn23)cc1,?,?,0.0%,0.4%,-1.7%,-3.0,?,i,-2.4%
CN(C)[C@@H]1C(=O)C(C(N)=O)=C(O)[C@@]2(O)C(=O)C3=C(O)c4c(O)ccc(Cl)c4[C@@H](O)[C@H]3C[C@@H]12,-22.8%,-10.4%,2.8%,-12.3%,-0.3%,-1.2,-18.4%,i,-8.9%[15.4 µM]
O=C(/C=C/c1ccc2c(c1)OCO2)Nc1nc2ccc(F)cc2s1,-7.9%,-9.4%,11.9%,19.2%,4.6%,2.0,22.1%,i,-0.7%
CC(C)CCNC(=O)C1CCN(S(=O)(=O)c2ccc3c(c2)CCC(=O)N3)CC1,-6.3%,-4.0%,-4.9%,8.5%,-0.2%,-0.9,8.4%,i,0.0%
OCCC1CN(Cc2cccc3nccnc23)CCN1Cc1ccc(F)cc1 (stereo not given),-2.2%,13.6%,10.1%,7.0%,0.0%,-0.6,-8.9%,i,-2.1%
CC(Sc1ccc(Cl)cc1)C(=O)N(C)CC(=O)Nc1ccc(N2CCOCC2)cc1 (stereo not given),-10.9%,0.3%,5.6%,-8.0%,0.1%,-1.2,1.7%,i,-0.1%
CCOc1cc(S(=O)(=O)N2CCC(Cc3ccccc3)CC2)c(OCC)cc1-n1cnnn1,?,4.1%,22.0%,-2.9%,-0.5%,-0.5,-12.7%,i,-0.8%
CCOC(=O)c1ccc(NC(=O)c2cn(-c3ccccc3)nc2-c2ccc(OC)c(OC)c2)cc1,2.5%,2.3%,.,.,3.9%,.,-4.5%,.,.
CCCCCCCC(=O)NN1CCOCC1,5.3%,1.6%,-2.7%,-4.0%,0.2%,-1.3,26.7%,i,0.8%
Cc1[nH]n(C(N)=S)c(=O)c1N=Nc1cccc([N+](=O)[O-])c1C,?,-7.6%,2.5%,-9.8%,9.3%,-1.0,?,i,2.2%
Cc1nc(C(=O)Nc2cc(F)cc(Cl)c2)sc1C1(C)CC(c2ccccc2)=NO1 (stereo not given),?,-12.2%,8.7%,-3.2%,2.2%,0.5,?,i,.
CCOC(=O)C1CCN(c2cc3c(cc2NC(=O)c2ccc(Cl)cc2)n(C)c(=O)n3C)CC1,-1.4%,-3.0%,.,.,0.6%,.,4.5%,.,.
O=C(Nc1ccc(F)cc1)Nc1ccc([N+](=O)[O-])cn1,-0.7%,-0.4%,13.5%,2.8%,0.2%,-2.4,-0.2%,i,-2.5%
COc1ccc(C2c3cc(OC)c(OC)cc3CCN2C2CC(=O)N(c3ccccc3)C2=O)cc1OC (stereo not given),27.9%,-2.2%,0.5%,3.0%,-0.4%,1.4,7.2%,i,2.3%
O=C(NCCCN1CCOCC1)c1cccnc1SCc1ccccc1Cl,13.8%,1.0%,3.2%,3.1%,-0.2%,0.8,7.3%,i,1.7%
C=CCn1c(C)cc(C2=NNC(=Nc3ccc(C)cc3)SC2)c1C,-0.8%,6.1%,3.8%,?,2.7%,2.0,?,i,-2.8%
Cc1nccn1-c1c2c(c(C#N)c3nc4ccccc4n13)CCCC2,-1.7%,0.6%,10.4%,3.0%,-0.2%,1.2,5.5%,i,.
O=C(Nc1ccc2c(c1)OCCO2)c1ccccn1,0.0%,-5.4%,-1.5%,-8.0%,-0.3%,-1.0,?,i,-1.4%
CCOC(=O)C1CCCN(c2oc(-c3ccc(F)cc3)nc2C#N)C1 (stereo not given),-0.7%,4.5%,-1.6%,?,-0.7%,-0.3,1.8%,i,-5.0%

# Ordered by value in EPAC2 antag (high to low): three of the compounds above.
Structure	EPAC2 ag	EPAC2 antag	Nrf2 ARE act	CCT chaperon mod	Akt phos inh	MmCpn inh
O=C(NCCCN1CCOCC1)c1cccnc1SCc1ccccc1Cl	3.2%	3.1%	-0.2%	0.8	i	1.7%
CCOc1cc(S(=O)(=O)N2CCC(Cc3ccccc3)CC2)c(OCC)cc1-n1cnnn1	22.0%	-2.9%	-0.5%	-0.5	i	-0.8%
Cc1nc(C(=O)Nc2cc(F)cc(Cl)c2)sc1C1(C)CC(c2ccccc2)=NO1 (stereo not given)	8.7%	-3.2%	2.2%	0.5	i	.

# Next entries follow.
SMILES,TGFb inhibitor,A549 viability,EPAC2 ag,EPAC2 antag,Nrf2 ARE act,CCT chaperon mod,Nrf2 inh,Akt phos inh,MmCpn inh
CCN1C(=O)NC(c2cc(Br)ccc2OC)C(C(=O)OC)=C1C (stereo not given),-29.2%,1.8%,-1.1%,2.7%,-0.2%,0.1,-1.8%,i,0.9%
O=C(CSc1n[nH]c(=O)n1-c1cccnc1)Nc1ccccc1Cl,-3.4%,2.5%,14.8%,2.5%,-0.2%,-7.0,2.7%,i,-0.4%
CC1(C(=O)N/N=C/c2ccccc2)CC1(Cl)Cl (stereo not given),-15.4%,4.6%,4.3%,3.8%,0.0%,0.2,2.3%,i,-3.2%
CN(C)C(CNC1CC(C)(C)NC(C)(C)C1)c1cccc(F)c1 (stereo not given),-3.8%,7.1%,18.0%,-7.2%,-0.1%,-2.7,11.8%,i,1.2%
COc1ccc(CN2C(=O)CCC2(C)c2nnnn2-c2ccc3c(c2)OCCO3)cc1OC (stereo not given),.,.,5.7%,1.0%,0.8%,-1.3,.,i,.
CCc1ccc(-c2nc(SCC(=O)N(CCOC)c3c(N)n(Cc4ccccc4)c(=O)[nH]c3=O)n[nH]2)cc1,4.9%,1.7%,-2.9%,11.0%,2.8%,-0.7,3.2%,i,-1.8%
CCC(=O)N1CCC1(C)C(=O)Nc1ccccc1 (stereo not given),23.0%,.,4.4%,-13.3%,0.6%,-1.5,.,i,.
C#Cc1ccc(C(=O)NCc2ccc(N3CCCC3=O)cc2)cc1,7.9%,6.6%,6.9%,-9.3%,-0.9%,0.9,1.1%,i,0.6%
Cn1c(SCC(=O)N2CCCC2)nnc1-c1ccc2c(c1)OCO2,18.6%,-1.1%,-12.3%,-5.4%,0.3%,-1.6,?,i,3.8%
Cc1ccc(S(=O)(=O)N(C)C)cc1NC(=O)/C=C/c1cccs1,9.7%,2.4%,-4.5%,9.4%,3.0%,1.2,-11.6%,i,-0.1%
COC(=O)c1ccc(-n2cnc3ccccc32)nc1,1.8%,-3.8%,7.6%,-4.8%,0.0%,-67.7*,1.2%,i,2.4%
Fc1ccccc1COc1ccc(/C=N/n2cnnc2)cc1,-11.9%,-4.3%,0.8%,-6.9%,3.9%,-1.8,-21.1%,i,-5.9%
CC(C)NC(=O)Cn1c(SCC(=O)N2c3ccccc3CC2C)nc2ccccc21 (stereo not given),3.5%,-2.2%,-0.4%,-0.5%,0.3%,-4.5,.,i,-1.0%
Cc1ccc(OCc2nnnn2-c2ccccc2)cc1,1.9%,-0.9%,3.9%,-2.5%,0.2%,0.0,-5.6%,i,0.0%
O=C1CN2C(=Nc3ccc(Br)cc3C2c2ccccc2)CCN1 (stereo not given),15.5%,7.8%,7.6%,-0.3%,5.1%,-2.7,-12.5%,i,-0.2%
CC(=O)N/C(=C/C(C)C)c1ccccc1,2.9%,4.8%,0.4%,?,0.2%,1.0,8.5%,i,2.6%
COc1ccc(CN(CC(=O)NCc2ccco2)C(=O)CCC(=O)Nc2ccccn2)cc1,-0.5%,5.2%,4.1%,11.0%,-0.2%,0.0,.,i,0.1%
COc1ccc(/C=N/NC(=O)C(=O)/C=C2\NC3(CCCC3)Cc3ccccc32)cc1,1.1%,?,1.8%,-4.9%,0.5%,1.9,-22.4%,i,-2.1%
O=C(NCC1CC1)C1Cc2c(-c3cccc(F)c3)ccnc2O1 (stereo not given),-4.7%,.,5.9%,12.6%,3.5%,0.5,.,i,.
COc1ccc(-c2c(C#N)c(SCC(=O)Nc3ccc(Br)cc3)nc(C)c2C(=O)Nc2ccccc2)cc1,0.0%,0.0%,.,.,-0.6%,.,10.0%,.,.
Cc1ccc2cc3cc(C(=O)NC4CCCCC4)oc3nc2c1,23.1%,13.9%,5.6%,-7.8%,0.9%,0.7,?,i,-1.9%
Fc1ccc(NC(=S)NCCc2ccccc2)c(F)c1F,?,-5.4%,10.9%,-4.6%,5.2%,-2.2,?,i,-7.8%
CC(C)c1ccc(NC2CCCN(C(=O)c3cccnc3)C2)cc1 (stereo not given),-9.3%,-0.2%,7.4%,11.7%,-0.4%,-1.4,-19.7%,i,-3.0%

# These rows are one share of the data (hit frequency here may not be typical).
